NSD2 inh – NSD2 histone methyltransferase inhibitors, primary screen, biochemical, AlphaScreen, single concentration, set 2; 310,000 tested, 0.54% active; AID 743445, 2014; NSD2 peptide methylation, 120 min; inhibition, % at 12.5 µM; Histone-lysine N-methyltransferase NSD2 (Homo sapiens), O96028; in the data active = inhibition above about 50%
Arr AP2 block – inhibitors of beta-arrestin/AP2 binding, primary screen, biochemical, GPCR trafficking, flow cytometry | AID 504490, 2011 | inhibition, % at 10 µM | 340,000 tested, 0.31% active | beta-arrestin 1 C-terminal peptide binding to AP2 beta2-adaptin appendage (human) | FITC-arrestin peptide / GST-AP2 beads; AP2 beta2 appendage carries R879A mutation;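 active = inhibition above a set limit, near 3 SD of compounds lacking own fluorescence, cut at about 54% in these data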;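 note: plate controls were DMSO wells for no effect and 5 µM unlabelled arrestin peptide for full effect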
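test system = AP2 appendage R879A on GSH beads | buffer or medium = PBS plus Tween 20 (0.05%) and BSA (0.1%) | incubation = 12 min plus 1 h, RT | detection = bead flow cytometry, FITC channel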
Keap1-Nrf2 PPI – Keap1-Nrf2 protein-protein interaction inhibitors, primary screen, biochemical, fluorescence polarization, single point; Kelch-like ECH-associated protein 1 (Homo sapiens), Q14145; Keap1 Kelch-Nrf2 peptide fluorescence polarization, 1536-well; inhibition, % at 9.4 µM; 340,000 tested, 0.15% active; AID 504523, 2011; in the data active = inhibition above about 12%;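 note: human Keap1 Kelch domain with fluorescein labeled Nrf2 9mer peptide probe; 0% = neutral control wells and 100% = peptide positive control; higher means more block of Keap1 binding to Nrf2 peptide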
Target sequence (Q14145 whole entry, looked up, the tested form may be a part): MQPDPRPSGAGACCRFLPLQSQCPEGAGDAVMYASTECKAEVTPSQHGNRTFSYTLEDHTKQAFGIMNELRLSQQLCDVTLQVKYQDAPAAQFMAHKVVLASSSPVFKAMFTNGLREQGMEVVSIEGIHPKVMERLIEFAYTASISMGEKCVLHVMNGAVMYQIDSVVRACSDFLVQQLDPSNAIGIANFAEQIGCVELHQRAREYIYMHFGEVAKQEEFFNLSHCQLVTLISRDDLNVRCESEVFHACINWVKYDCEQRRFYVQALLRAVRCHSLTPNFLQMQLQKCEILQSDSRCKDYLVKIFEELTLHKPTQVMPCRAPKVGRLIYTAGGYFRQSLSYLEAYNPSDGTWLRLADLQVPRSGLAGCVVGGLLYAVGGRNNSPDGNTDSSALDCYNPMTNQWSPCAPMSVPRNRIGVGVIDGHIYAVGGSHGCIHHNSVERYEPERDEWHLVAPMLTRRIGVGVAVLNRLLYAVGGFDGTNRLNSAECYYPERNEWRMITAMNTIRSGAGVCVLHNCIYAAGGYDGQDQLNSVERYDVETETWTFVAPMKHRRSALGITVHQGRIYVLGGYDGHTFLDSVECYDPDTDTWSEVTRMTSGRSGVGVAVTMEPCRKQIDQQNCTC
PvdQ inh – P. aeruginosa PvdQ acylase inhibitors, primary screen, biochemical, fluorescence, plate reader and imaging, single point; PvdQ acylase [Pseudomonas aeruginosa LESB58]; purified PvdQ acylase; inhibition, % at 10 µM; 340,000 tested, 0.063% active; AID 488965, 2010; in the data active = inhibition above about 30%, passing the limit was not always enough;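 note: 0% = vehicle neutral wells and 100% = reference inhibitor wells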
SR-BI DiI inh – inhibitors of SR-BI mediated HDL lipid uptake, primary screen, ldlA[mSR-BI] cells, fluorescence, single point. ldlA[mSR-BI] CHO cells, DiI-HDL uptake fluorescence, 3 h. inhibition, % at 12.5 µM. 320,000 tested, 0.96% active;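 active = mean replicate inhibition of at least 70% and a set share of replicates each scoring 70 or more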;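 note: 0% = median of neutral control wells and 100% = median of positive control wells; values of inactives mirror those of a sister screen read the other way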
PKA-R2B activ – activators of PKA-R2B holoenzyme, primary screen, biochemical, fluorescence polarization, Cy5-IP20, human. cAMP-dependent protein kinase catalytic subunit beta (Homo sapiens) + cAMP-dependent …. PKA-R2B holoenzyme dissociation; R2B truncated from residue 108, S112A mutant; 0% DMSO only, 100% 113 µM cGMP. activation, % at 11.4 µM. 340,000 tested, 0.079% active. AID 504700, 2011;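 active = activation above a cutoff set at the mean over all compounds plus 3 SD, cut at about 18% in these data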;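 note: higher means more holoenzyme dissociation and a rise in polarization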
Cardiac RTF inh – cardiac RTF calcium sensitivity inhibitors, primary screen, biochemical, IANBD-TnC fluorescence, EC70 calcium; Troponin I, cardiac muscle (Homo sapiens) + Troponin T, cardiac muscle (Homo sapiens) + …; inhibition, % at 7.15 µM; 340,000 tested, 0.12% active; IANBD-labeled cardiac RTF, Ca2+ fluorescence;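 active = inhibition above the mean inhibition of all tested compounds plus 3 SD, cut at about 17% in these data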;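 note: assay run at fixed EC70 calcium of 1.6 mM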
DAGLB inhibitor – DAGLB lipase inhibitors, primary screen, biochemical, fluorescence, HTS; inhibition, % at 5.17 µM; 340,000 tested, 0.059% active; AID 504411, 2011; Diacylglycerol lipase-beta (Homo sapiens), Q8NCG7; HEK293T DAGLB membrane lysate, EnzChek fluorogenic substrate; in the data active = inhibition above about 34%;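 note: 0% = enzyme with vehicle and 100% = wells lacking enzyme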
SR-BI DiI-HDL act – activators of SR-BI mediated DiI-HDL uptake, primary screen, ldlA[mSR-BI] CHO cells, DiI fluorescence; 3 h; 100 = double the neutral-control signal; activation, % at 12.5 µM; 320,000 tested, 0.096% active; AID 504775, 2011;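 active = mean replicate activation of at least 60% and every replicate at or above 60%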;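 note: 0% = median plate neutral-control signal and 100% = twice that signal; values of inactives mirror those of a sister screen read the other way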
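System: CHO ldlA[mSR-BI] cells / Medium: HEPES-buffered (25 mM, pH 7.4) F12 plus 0.5% BSA / Probe or stimulus: labelled HDL, 10 µg/mL / Doses: single compound concentration, delivered by pin transfer / Schedule: 3 h, 37 °C / Measured by: DiI fluorescence, bottom read / Measure: cell-associated DiI fluorescence as measure of HDL uptake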
LANA DNA inh – inhibitors of KSHV C-LANA binding to DNA, primary screen, biochemical, fluorescence polarization, FAM-LBS DNA, MBP-C-LANA, single point | AID 504423, 2011 | inhibition, % at 9 µM | 340,000 tested, 0.078% active | Kaposi's sarcoma herpesvirus LANA C-terminal domain (residues 932-1162) DNA binding;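 active = highest replicate inhibition at or above 60% at 9 µM, even if other replicates fall short; inactive = all replicates below 60% inhibition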;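 note: 0% = neutral control wells and 100% = 4 µM acridine orange control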
Active calls of the source: *; x = not tested or not shown. The order is random. Share with any hit: about 2.1%.

SMILES	NSD2 inh	Arr AP2 block	Keap1-Nrf2 PPI	PvdQ inh	SR-BI DiI inh	PKA-R2B activ	Cardiac RTF inh	DAGLB inhibitor	SR-BI DiI-HDL act	LANA DNA inh
CC(C)C[C@@H](CO)N1CCN(Cc2ccc([N+](=O)[O-])cc2)CCC1=O	x	5	-6	-26	-6	7	0	3	6	0.7
O=C1CCCCN1CCCC(=O)N1CCCC(Nc2ccccc2)C1 (centres undefined)	-2	21	2	7	-25	7	2	0	25	0.5
Cc1nnc(SCC2=C(C(=O)O)N3C(=O)C(NC(=O)COc4ccc(F)cc4)C3SC2)s1 (centres undefined)	11	37	-11	-3	-14	0	-4	7	14	1.7
CNC(=O)c1ccsc1NC(=O)CS(=O)(=O)c1ccc(Cl)cc1	-1	-10	-6	-16	-29	-2	-6	-1	29	-0.2
CC(=O)c1oc2ccccc2c1N	-1	7	-1	-2	2	8	-6	-1	-2	-0.7
CCOC(=O)c1ccc(NC(=O)N2CCN(C3CCCCC3)CC2)cc1	1	5	-3	10	-37	-6	-4	-1	37	-0.2
CC(=O)N[C@@H](Cc1c[nH]c2ccccc12)C(=O)NCCc1ccc(S(N)(=O)=O)cc1	-7	6	2	6	-18	-5	0	1	18	-0.8
O=C(CN1CCN(c2ccc(F)cc2)CC1)OCc1ccccc1	-1	-3	-3	-15	23	-10	-1	-5	-23	-0.6
O=C(CN1CCC(O)(c2ccccc2)CC1)Nc1ccc2c(c1)OCCO2	-3	11	-7	-10	13	0	-16	0	-13	-0.8
COC(=O)c1cn(C(=O)c2cc(OC)c(OC)c(OC)c2)c2ccccc12	2	3	1	-15	18	-10	-16	-2	-18	1.7
O=[N+]([O-])c1nn(-c2ccccc2)n(O)c1=NC1CCN(Cc2ccccc2)CC1	-1	-25	-3	6	4	-12	1	3	-4	-0.1
FC(F)(F)c1ccccc1NC(=S)NC1CCN(Cc2ccccc2)CC1	3	2	-5	-12	13	0	0	1	-13	-0.8

Structures above that have a nitro group on carbon (two):
SMILES	NSD2 inh	Arr AP2 block	Keap1-Nrf2 PPI	PvdQ inh	SR-BI DiI inh	PKA-R2B activ	Cardiac RTF inh	DAGLB inhibitor	SR-BI DiI-HDL act	LANA DNA inh
CC(C)C[C@@H](CO)N1CCN(Cc2ccc([N+](=O)[O-])cc2)CCC1=O	x	5	-6	-26	-6	7	0	3	6	0.7
O=[N+]([O-])c1nn(-c2ccccc2)n(O)c1=NC1CCN(Cc2ccccc2)CC1	-1	-25	-3	6	4	-12	1	3	-4	-0.1

The listing picks up with the 6 entries that preceded the break.
SMILES	NSD2 inh	Arr AP2 block	Keap1-Nrf2 PPI	PvdQ inh	SR-BI DiI inh	PKA-R2B activ	Cardiac RTF inh	DAGLB inhibitor	SR-BI DiI-HDL act	LANA DNA inh
CC(=O)N[C@@H](Cc1c[nH]c2ccccc12)C(=O)NCCc1ccc(S(N)(=O)=O)cc1	-7	6	2	6	-18	-5	0	1	18	-0.8
O=C(CN1CCN(c2ccc(F)cc2)CC1)OCc1ccccc1	-1	-3	-3	-15	23	-10	-1	-5	-23	-0.6
O=C(CN1CCC(O)(c2ccccc2)CC1)Nc1ccc2c(c1)OCCO2	-3	11	-7	-10	13	0	-16	0	-13	-0.8
COC(=O)c1cn(C(=O)c2cc(OC)c(OC)c(OC)c2)c2ccccc12	2	3	1	-15	18	-10	-16	-2	-18	1.7
O=[N+]([O-])c1nn(-c2ccccc2)n(O)c1=NC1CCN(Cc2ccccc2)CC1	-1	-25	-3	6	4	-12	1	3	-4	-0.1
FC(F)(F)c1ccccc1NC(=S)NC1CCN(Cc2ccccc2)CC1	3	2	-5	-12	13	0	0	1	-13	-0.8
CCOC(=O)N1CCC(N2Cc3cccc(C(=O)Nc4cccc(F)c4)c3C2=O)CC1	0	-2	1	-8	30	13	1	1	-30	-0.6
CC(C)N(Cc1ccccc1)C(=O)COC(=O)c1ccc(O)cc1	27	-12	-5	-25	-11	3	1	2	11	-0.5
Cc1cccc2cc(C#N)c(N3CCCC3)nc12	-1	-2	0	1	7	-5	-5	2	-7	-1.7
COc1ccccc1OCc1ccc(C(=O)N/N=C/c2ccco2)cc1	0	-2	2	-3	43	2	-2	-1	-43	1.0
Cc1ccc(NC(=O)C2CCN(S(=O)(=O)c3ccc(N4CCCC4=O)cc3)CC2)cc1Cl	x	-3	0	-14	12	3	1	-2	-12	-1.4
Cc1cc(NC(=O)CCC(=O)N(CC(=O)NCC2CCCO2)c2cccc(F)c2)no1 (centres undefined)	0	0	0	-17	-15	-6	-10	1	15	-0.5
COC(=O)c1ccc(CON2C(=O)c3ccccc3C2=O)cc1	0	-2	6	5	-1	2	-13	1	1	-5.9
Cc1noc(C)c1S(=O)(=O)Nc1ccc(C(=O)NC2CCCCCC2)cc1	1	23	-1	6	-12	-4	1	3	12	1.1
CCCCCCn1c(N2CCN(c3ccccc3)CC2)nc2c1c(=O)[nH]c(=O)n2C	-1	5	3	-1	-2	-2	-10	7	2	0.3
O=C(OCc1nc(-c2ccccc2)oc1COC(=O)c1ccco1)c1ccco1	3	-57	-6	-14	1	2	-3	-5	-1	0.3
Cc1ccc(S(=O)(=O)NC(CC(C)C)C(=O)N2CCCCCCC2)cc1 (centres undefined)	x	-3	1	-10	-13	9	-18	1	13	1.1
COc1cccc(C2C(C#N)=C(N)N(N(C)C)C3=C2C(=O)CCC3)c1OC (centres undefined)	0	9	3	-6	-16	-2	4	-2	16	-1.8
O=C(Cn1cc([N+](=O)[O-])ccc1=O)Nc1ccc2c(c1)OCO2	2	26	0	-2	-4	-3	-7	-6	4	2.4
COc1ccc(/C=N/NC(=O)c2cccc(NC(=O)c3ccccc3Cl)c2)cc1OC	-7	-3	3	-4	25	-6	-1	0	-25	0.1
O=C1NC(=Nc2ccccc2)SC1Cc1cccc(Cl)c1Cl (centres undefined)	-2	7	2	2	-1	-10	6	-2	1	0.2
CCc1cc(=O)oc2cc(C)cc(OCC(=O)N3CCC(C(=O)O)CC3)c12	x	1	-6	-9	-50	9	-1	-1	50	0.0
CC1CCN(C(=O)COC(=O)Cc2c[nH]c3ccccc23)CC1	0	-2	-6	-11	-17	2	3	-1	17	-0.7
Cc1cc(C)c(C)c(OCCNCc2ccccc2)c1	6	-3	-2	-12	18	3	-4	-4	-18	-5.5
C=CCn1c(SCC(=O)Nc2ccccc2C)nc(O)cc1=O	3	-1	2	2	-10	-6	1	-5	10	0.6
O=S(=O)(CC(c1ccccc1)N1CCCCC1)c1ccc(Cl)cc1 (centres undefined)	-2	5	3	-8	-9	x	x	x	9	-1.3
CCCCN(c1nc2ccccc2nc1Cl)S(=O)(=O)c1ccc(C)cc1	-7	26	-7	4	-11	4	-4	-17	11	-1.0
O=c1c2ccccc2c(-c2ccccc2)nn1-c1ccccn1	-1	42	-4	3	8	0	11	-1	-8	-2.6
c1ccc(Cn2c[n+](Cc3ccccc3)cn2)cc1	29	4	-8	-16	-14	-9	-8	2	14	-0.2
CCN(CC)S(=O)(=O)c1ccc2c(c1)c(=O)c(C(=O)NCCN(C)CCc1ccccc1)cn2C	1	15	-2	-10	-30	3	-6	0	30	1.4
COc1ccc(S(=O)(=O)N2CCOCC2)cc1C(=O)N(C)CCOc1ccc(Cl)cc1	2	3	-1	-5	-5	-3	-4	0	5	-1.2
CCCSc1nc(SCC(=O)NCc2ccccc2)c2c3c(sc2n1)COC(C)(CC)C3 (centres undefined)	-3	4	4	-6	25	0	-1	3	-25	1.4
Cc1cccn2c(=O)nc(SCC(=O)NCc3ccccc3Cl)nc12	x	34	2	3	-10	6	-3	2	10	-1.0
OC1CCN(c2c3c(nc4cc(-c5cccc(F)c5)nn24)CCCC3)CC1	x	11	0	3	43	4	12	1	-43	0.5
CCCn1c(O)c(N=Nc2ccc3ccccc3n2)c2ccccc21	-2	3	-2	-5	19	3	-1	-2	-19	2.1
CC1CCc2nc3ccccc3c(C(=O)OCC(=O)N(C)C3CCS(=O)(=O)C3)c2C1 (centres undefined)	1	-7	-2	-12	45	-1	-12	0	-45	-0.8
Cn1ncc([N+](=O)[O-])c1C(=O)N1CCOCC1	-2	17	3	-4	-19	7	-4	-1	19	-1.8
O=C1COc2ccc(C(=O)CSc3nnc(Cc4ccccc4)o3)cc2N1	-2	-18	3	-17	-14	-11	-1	4	14	1.7
Cc1cc(C)n2nc(C(=O)Nc3ccc4c(c3)OCO4)cc2n1	1	-7	5	11	1	2	-3	1	-1	0.0
COc1ccc(/C=N/NC(=O)CNC(=O)c2ccncc2)cc1OC	-9	-8	-9	-10	-12	0	-17	-2	12	1.4

Assay outcomes deposited in PubChem BioAssay by several laboratories.
